High-throughput results deposited in PubChem BioAssay by National Center for Advancing Translational Sciences (NCATS).
Vif-A3F inh = blocks the Vif interaction with APOBEC3F. HeLa A3F-eYFP + Vif (tagged APOBEC3F with the HIV-1 protein that degrades it), YFP fluorescence increase. Potency, µM (titrated, usually from 46.1 µM), for the others: top-dose activity, negative = active. 390,000 compounds, 0.2% hits; note: potency is the fitted concentration of half-maximal effect; % of control where 0% means no effect; nearly all actives have a fitted effect of over 65% in size
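HeLa cells stably expressing A3F-eYFP plus Vif, plated and incubated overnight at 37 deg C, then exposed to compounds overnight at 37 deg C. Blocked degradation read as raised yellow fluorescence (Ex 488/Em 500-530).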
RXFP1 agonist = agonists of human relaxin receptor RXFP1; 370,000 compounds, 0.3% hits; Potency, µM (titrated, usually from 57.5 µM), without a hit: top-dose activation, hits mostly activators; HEK293T-RXFP1 cAMP TR-FRET, 30 min; response scale: percent of porcine relaxin response, buffer zero; note: potency is the fitted concentration of half-maximal effect; % is set by controls: 0 for no effect and ±100 for the full control effect; nearly all actives have a fitted effect of over 60% in size; many of its hits are not listed in these tables
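cAMP rise read by TR-FRET after 30 min, 37C compound exposure (up to 58 uM) in RXFP1-transfected HEK293 cells with Ro 20174 present. EC50 from Hill-equation fits, with 29 nM porcine relaxin as 100% and buffer as basal.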
D1 antag = human D1 dopamine receptor antagonism; HEK293 TREx D1 cells, calcium flux, dopamine EC80; active compounds read low; P21728; activity change, negative = inhibition, % at 10 µM; AID 504652; 360,000 compounds, 3.2% hits; in the data active = activity change below about -30%; note: % is set by controls: 0 for no effect and ±100 for the full control effect
Target sequence (P21728 whole entry, looked up): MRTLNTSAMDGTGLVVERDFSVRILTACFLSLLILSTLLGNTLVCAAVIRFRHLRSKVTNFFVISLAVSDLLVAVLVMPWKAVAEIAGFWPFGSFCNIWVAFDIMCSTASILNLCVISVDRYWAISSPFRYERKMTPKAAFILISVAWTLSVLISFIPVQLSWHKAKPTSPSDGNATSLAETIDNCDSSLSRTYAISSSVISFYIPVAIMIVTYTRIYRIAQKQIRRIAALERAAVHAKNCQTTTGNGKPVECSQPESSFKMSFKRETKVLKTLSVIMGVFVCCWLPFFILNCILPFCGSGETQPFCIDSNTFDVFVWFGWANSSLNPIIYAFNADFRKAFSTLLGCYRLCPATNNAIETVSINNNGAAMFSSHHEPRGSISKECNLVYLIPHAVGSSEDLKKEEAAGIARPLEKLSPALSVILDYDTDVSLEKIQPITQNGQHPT
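Tetracycline-induced HEK293 Trex D1 cells, force-coupled to calcium, dye-loaded; compounds added and read 180 s, then EC80 dopamine added and calcium flux tracked kinetically another 180 s.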
D1 potentiator = potentiators of human D1 dopamine receptor; HEK293 TREx D1 cells, calcium flux, dopamine EC20 potentiation; potentiation, % at 10 µM; 360,000 compounds, 0.036% hits; AID 504651; in the data active = potentiation above about 30%; note: 0% is about no effect
Glioma ERSR ind = inducers of ER stress response in human glioma cells; U87-MG GRP78 promoter luciferase reporter, 16 h; Potency, µM, inactives show top-dose activation, usual class: activators; 420,000 compounds, 0.02% hits; note: potency is the fitted concentration of half-maximal effect; series mostly up to about 76 µM; % of control where 0% means no effect; nearly all actives have a fitted effect of over 35% in size
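ERSR induction read as luciferase luminescence (Bright-Glo, 10 min at room temperature) in stably transfected human U87-MG glioma cells exposed to compounds for 16 h, using GRP78 as sensor.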
D1 ag = human D1 receptor agonism; activation, % at 2 µM; P21728; AID 504660; 360,000 compounds, 1% hits; HEK293 T-REx D1 cells, calcium flux, agonist mode; in the data active = activation above about 30%; note: 0% is about no effect
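Agonism was scored from calcium flux recorded over 180 s (1 read/s) after pintool compound addition, following a 10-cycle baseline. Cells were inducible force-coupled HEK293 TREx D1, plated overnight at 30 C and loaded with no-wash calcium dye.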
D2 potentiator = D2 dopamine receptor (human) potentiation. 340,000 compounds, 0.34% hits. P14416. AID 485347. potentiation, % at 10 µM. HEK293 T-REx D2, calcium flux, EC20 dopamine potentiation;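 active = potentiation over 3 SD above the plate norm, cut at about 30% in these data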; note: 0% is about no effect
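Potentiation of an EC20 dopamine calcium response is measured in a force-coupled, tetracycline-inducible Hek293 Trex D2 line. Compound-only kinetic reads over 180 s flag agonists before dopamine addition.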
Vif-A3G inh = blocks the Vif interaction with human APOBEC3G. Q9HC16. HeLa A3G-eYFP + Vif (tagged APOBEC3G with the HIV-1 protein that degrades it), YFP fluorescence, overnight. Potency, µM (series often up to 46.1 µM), for the others: at the top dose activity, negative = active, actives largely listed as inhibitors. 410,000 compounds, 0.076% hits;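 note: potency is the fitted concentration of half-maximal effect; % is set by controls: 0 for no effect and ±100 for the full control effect; nearly all actives have a fitted effect of over 60% in size; hits raise eYFP signal because A3G escapes Vif-driven loss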
Target sequence (Q9HC16 whole entry, looked up): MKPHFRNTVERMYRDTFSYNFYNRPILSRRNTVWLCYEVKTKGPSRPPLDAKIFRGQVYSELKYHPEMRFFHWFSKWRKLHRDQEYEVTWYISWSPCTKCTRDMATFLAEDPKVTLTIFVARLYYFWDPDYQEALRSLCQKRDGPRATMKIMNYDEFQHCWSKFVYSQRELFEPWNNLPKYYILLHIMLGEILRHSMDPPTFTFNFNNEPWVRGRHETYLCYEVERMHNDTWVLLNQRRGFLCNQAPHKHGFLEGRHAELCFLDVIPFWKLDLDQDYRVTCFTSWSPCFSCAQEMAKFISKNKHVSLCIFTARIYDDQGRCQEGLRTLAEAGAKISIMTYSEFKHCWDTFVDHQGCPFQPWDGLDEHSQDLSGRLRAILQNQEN
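Read-out is eYFP fluorescence (Ex 488/Em 500-530) from Vif-expressing HeLa A3G-eYFP cells; more signal means A3G escaped Vif-mediated degradation. Cells plated overnight, compound pinned in, incubated overnight at 37 deg C.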
LDHA block = LDHA (human) enzyme inhibition; P00338; purified LDHA, NADH/diaphorase-resazurin fluorescence; active compounds read low; activity change, % (values are at about 110 or 230 µM); 480,000 compounds, 0.15% hits; in the data active = activity change below about -30%; inconclusive = mostly about -25% to -30%;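 note: plate controls were DMSO wells for no effect and wells without enzyme for full effect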
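Enzyme activity of human lactate dehydrogenase 5 (2 nM; 0.06 mM NADH, 0.2 mM pyruvate, 5 min, RT) is measured via a resazurin/diaphorase fluorescence readout of residual NADH.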
Numbers without * were called inactive; ? = inconclusive; nt = no result given. Unless noted, calls come from the whole dose curve; as a rule, active = well fitted curve in the direction sought with a large enough effect; inconclusive = small, poorly fitted or top-dose-only effect, or another doubt; inactive = no such curve, though single readings can be large; an effect the other way counts as inactive or inconclusive.

Each structure is followed by: Vif-A3F inh	RXFP1 agonist	D1 antag	D1 potentiator	Glioma ERSR ind	D1 ag	D2 potentiator	Vif-A3G inh	LDHA block
1	Cc1cccc(CN2CCc3c([nH]c4ccccc34)C2C(C)(C)C)n1 (centres undefined)
  -13%	-0.1%	-16	-6	-1%	4	3	-9%	2
2	O=[N+]([O-])c1cc([N+](=O)[O-])c2cc(-c3cccnc3)[nH]c2c1
  -6%	nt	nt	nt	-3%	nt	nt	2%	-11
3	CCN(CC)Cc1cc(NC2=NS(=O)(=O)c3ccccc32)ccc1OC(=O)c1ccccc1
  -10%	0.3%	-17	-1	-5%	5	-4	0%	-2
4	COc1ccc(OC)c(/C=C/C(=O)N2CCN(S(=O)(=O)c3ccc(C)cc3C)CC2)c1
  -12%	6.8%	26	-2	-2%	0	12	1%	1
5	COC(=O)C(C(=O)OC)N1C(=O)CCC1=O
  1%	-0.1%	6	1	4%	3	4	0%	-9
6	CC(C)CCNC(=O)c1ccc2c(c1)NC(=O)C(CS(=O)(=O)Cc1cccc(Br)c1)N2 (centres undefined)
  11µM*	3.0%	-42*	-10	-4%	5	nt	?	6
7	Fc1ccc(NC(=S)N/N=C/c2ccc(F)c(F)c2)cc1
  ?	-1.7%	0	-8	2%	2	nt	1%	-6
8	COc1ccc(/C=C/c2noc(-c3ccccc3O)n2)cc1
  6%	-1.2%	-5	-1	-5%	3	-10	1%	2
9	CCC(=O)N1CCN(c2cc(C)ccc2C)CC1
  -12%	2.4%	-7	-6	-3%	1	-10	0%	-7
10	NS(=O)(=O)c1ccc(CCNC(c2ccccc2)c2ccccc2)cc1
  -6%	1.0%	5	2	-1%	5	5	1%	-9

More compounds:
Each structure is followed by: Vif-A3F inh	RXFP1 agonist	D1 antag	D1 potentiator	Glioma ERSR ind	D1 ag	D2 potentiator	Vif-A3G inh	LDHA block
11	O=C(CN1CCCCCC1)Nc1ccc(Cl)cc1F
  -6%	-0.1%	1	6	4%	0	-22	-3%	0
12	Cc1cccc(N2CC(C(=O)Nc3nccs3)CC2=O)c1C (centres undefined)
  0%	2.4%	-5	-6	-1%	5	11	-1%	-5
13	Cc1ccc(/C=C2\CCC3=C2OC(N)=C(C#N)C3c2ccc(C)cc2)cc1 (centres undefined)
  ?	3.5%	-57*	-5	-3%	135*	-5	?	7
14	COCCC(=O)N1CCC(Oc2ccc(C(=O)NCCc3cnn(C)c3)cc2)CC1
  1%	-2.3%	-6	-3	-5%	4	-6	1%	-1
15	CCc1ccc(C(=O)COC(=O)C(Cc2c[nH]c3ccccc23)NC(=O)c2ccc(Br)cc2)cc1 (centres undefined)
  0%	0.3%	-2	-1	-3%	10	0	3%	3
16	COC(=O)c1ccc(NC(=O)CCN2C(=O)C3CC=CCC3C2=O)cc1 (centres undefined)
  -4%	-0.5%	7	2	1%	0	-3	11%	0
17	COc1cc(/C=C2\CCc3ccccc3C2=O)cc(OC)c1OC
  -6%	1.0%	-4	-5	12%	1	nt	-15%	-1
18	CC(C)C(=O)N(c1ccc2oc(=O)sc2c1)S(=O)(=O)c1cccs1
  -8%	0.0%	7	-2	0%	2	0	-8%	1
19	NC(=O)CC(NC(=O)c1cccc(Br)c1)c1ccc(N2CCC(N3CCCC3)CC2)c([N+](=O)[O-])c1 (centres undefined)
  3%	0.0%	-6	-3	-4%	4	-1	4%	0
20	COc1ccc(S(=O)(=O)N(CCCN2CCOCC2)Cc2cccc3ccccc23)cc1
  -17%	0.4%	-8	-3	1%	14	20	3%	-2

Continuation:
Each structure is followed by: Vif-A3F inh	RXFP1 agonist	D1 antag	D1 potentiator	Glioma ERSR ind	D1 ag	D2 potentiator	Vif-A3G inh	LDHA block
21	COc1cc(/C=C/C(=O)OCC(=O)N(CC(C)C)c2c(N)n(Cc3ccccc3)c(=O)[nH]c2=O)ccc1O
  ?	nt	nt	nt	?	nt	nt	-9%	-1
22	O=S(=O)(Oc1ccccc1C(=S)N1CCOCC1)c1ccc(Cl)cc1
  -5%	0.7%	-1	-8	-4%	-1	25	1%	-6
23	CCOc1ccc(/C=C(\C(=O)O)c2ccc(S(=O)(=O)N3CCOCC3)s2)cc1OC
  6%	1.2%	-2	0	-2%	3	20	-4%	-7
24	CC(C)NC(=O)NC(=O)COC(=O)c1cc(S(=O)(=O)N2CCCCC2)ccc1N1CCOCC1
  1%	2.1%	4	-1	-3%	3	-3	-3%	-1
25	O=C(Nc1cccc(O)c1)C(=O)Nc1ccccn1
  3%	-0.7%	-24	-5	-13%	4	-5	-2%	2
26	COc1ccccc1CCc1nnc(N)s1
  0%	-0.9%	-4	-3	-6%	4	-9	-1%	1
27	COC(=O)c1cc(S(=O)(=O)N(C)c2ccc(C)c(C)c2)c[nH]1
  1%	-0.1%	-23	1	1%	7	15	1%	-1
28	Cc1cc(C)cc(N2CCn3c2nc2c3c(=O)n(CCc3ccccc3)c(=O)n2C)c1
  1%	-0.4%	2	-2	0%	-1	7	1%	2
29	CCCCn1c(N)c(N(CCOC)C(=O)COC(=O)COc2ccccc2C#N)c(=O)[nH]c1=O
  -3%	2.0%	3	7	-2%	3	3	0%	-7
30	CCOCC(=O)Nc1ccc([N+](=O)[O-])cc1C
  1%	1.3%	-13	-2	0%	1	1	0%	-4

(list continues)
Each structure is followed by: Vif-A3F inh	RXFP1 agonist	D1 antag	D1 potentiator	Glioma ERSR ind	D1 ag	D2 potentiator	Vif-A3G inh	LDHA block
31	COc1ccc2oc(C(=O)N3CCN(S(=O)(=O)c4ccc(F)cc4)CC3)c(C)c2c1
  5%	nt	nt	nt	3%	nt	nt	0%	-15
32	CCOC(=O)c1ccc(S(=O)(=O)N2CCN(C/C=C/c3ccccc3)CC2)cc1
  7%	nt	nt	nt	-4%	nt	nt	0%	-2
33	COc1ccccc1-c1cc2nc(C)c(CCC(=O)NC3CCCCC3)c(C)n2n1
  1%	-1.8%	2	-1	-5%	1	9	-4%	-1
34	COc1ccc(OC)c(C2/C(=C(\O)c3ccc(OC)c(Cl)c3)C(=O)C(=O)N2CCN(C)C)c1 (centres undefined)
  -12%	3.2%	-6	6	7%	4	-15	-1%	-4
35	CC1CCC2(CC1)NC(=O)N(CC(=O)NCc1ccc(F)cc1)C2=O (centres undefined)
  0%	0.2%	-21	-2	-3%	1	-8	5%	-5
36	COc1ccc(S(=O)(=O)Nc2ccc3c(c2)C(=O)N([C@H](C)CO)C[C@H](C)[C@@H](CN(C)S(=O)(=O)c2ccc(OC)cc2)O3)cc1
  4%	nt	nt	nt	-2%	nt	nt	0%	-9
37	COc1ccc(Cl)cc1NC(=O)NCc1noc2ccccc12
  -10%	4.7%	6	-1	2%	2	-22	-3%	-2
38	COc1cccc(NC(=O)c2cc(CN3C(=O)c4ccccc4C3=O)ccc2OC)c1
  1%	3.9%	-25	0	0%	0	13	-3%	-7
39	COc1ccccc1-c1c(C(F)(F)F)oc2cc(OC(=O)c3ccccc3[N+](=O)[O-])ccc2c1=O
  8%	-2.6%	-4	-3	-5%	8	8	0%	4
40	Cc1ccc2oc(-c3ccc(NC(=O)c4oc5ccc(Cl)cc5c4C)cc3)nc2c1
  4%	15%	-29	1	-1%	2	-6	-5%	-5

Next records follow.
Each structure is followed by: Vif-A3F inh	RXFP1 agonist	D1 antag	D1 potentiator	Glioma ERSR ind	D1 ag	D2 potentiator	Vif-A3G inh	LDHA block
41	O=C(NCC(=O)N(CCN1CCOCC1)C(C(=O)NC1CCCC1)c1cccnc1)c1cccs1 (centres undefined)
  -2%	1.0%	-1	10	-3%	1	nt	-1%	-10
42	COc1ccc2nc(NC(=O)C3CCN(S(=O)(=O)c4cnc[nH]4)CC3)sc2c1
  4%	0.1%	-9	-3	-7%	1	16	3%	-4
43	CCOC(=O)Cc1csc(NC(=O)CN2CCOCC2)n1
  -2%	2.5%	20	-15	-3%	3	3	2%	-5
44	O=[N+]([O-])c1cnc(Sc2ccncn2)c([N+](=O)[O-])c1
  -2%	nt	nt	nt	-13%	nt	nt	?	3
45	COc1ccc(C2CC(C)=NN2C=O)cc1OC (centres undefined)
  3%	-2.4%	-2	-5	-5%	1	-1	-1%	2
46	O=C1CCC(C(=O)N2CCSCC2)CN1CCc1ccccc1 (centres undefined)
  -3%	0.1%	9	-3	-2%	6	-1	4%	1
47	CCCc1cc(-c2nc(N)ncc2-c2csc(C)n2)c(O)cc1OC
  5%	0.7%	-3	3	3%	1	-8	8%	2
48	CC(=O)Nc1ccc(NC(=O)c2cc3sccc3n2Cc2ccc(Cl)cc2)cc1
  -17%	3.2%	-21	-1	1%	2	2	-9%	9
49	CCOC(=O)c1c(-n2cccc2)sc2c1CCCC2=O
  5%	3.7%	-7	-1	-3%	7	18	-6%	-2
50	C=CCn1c(=O)c2ccccc2n2c(SCC(=O)N(C)C)nnc12
  -5%	7.2%	6	-1	-2%	7	5	1%	-7
51	C/C(=N\Nc1nc2ccccc2[nH]1)c1cccs1
  -20%	-2.5%	-13	-8	2%	0	0	-3%	-1
52	CCOC(=O)N(NC(=O)C(O)(c1ccccc1)c1ccccc1)c1ccccc1
  -8%	-0.2%	6	7	-3%	2	-4	-1%	-7
53	Cc1ccnc(NS(=O)(=O)c2ccc(NC(=O)c3nc(SC(C)C)ncc3Cl)cc2)n1
  1%	?	-16	-2	-2%	1	16	2%	0

D1 antag: what is marked active above.
Each structure is followed by: Vif-A3F inh	RXFP1 agonist	D1 antag	D1 potentiator	Glioma ERSR ind	D1 ag	D2 potentiator	Vif-A3G inh	LDHA block
6	CC(C)CCNC(=O)c1ccc2c(c1)NC(=O)C(CS(=O)(=O)Cc1cccc(Br)c1)N2 (centres undefined)
  11µM*	3.0%	-42*	-10	-4%	5	nt	?	6
13	Cc1ccc(/C=C2\CCC3=C2OC(N)=C(C#N)C3c2ccc(C)cc2)cc1 (centres undefined)
  ?	3.5%	-57*	-5	-3%	135*	-5	?	7

The list is partial, so the mix of outcomes need not match the whole.
